Screens from PubChem.
human PMI inhibitors = human PMI inhibitors, high substrate, primary screen, biochemical, fluorescence intensity, high mannose 6-phosphate (AID 1220); Mannose-6-phosphate isomerase (Homo sapiens); recombinant PMI enzyme, coupled fluorescence intensity; higher % means a stronger effect; one-dose inhibition, % at 20 µM; IC50 in µM for titrated hits; 0.66% of 190,000 active
P. falciparum M17LAP = P. falciparum M17LAP inhibitors, primary screen, biochemical, fluorogenic H-Leu-NHMec substrate, 1536-well (AID 1619) | Leucine aminopeptidase (Plasmodium falciparum (isolate 3D7)) | recombinant M17LAP, H-Leu-NHMec fluorogenic kinetic assay; higher % means a stronger effect | inhibition, % at 30 µM; hits with a dose series show IC50 in µM | 0.38% of 220,000 active;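 active = compound inhibiting the enzyme by more than half at any dose during confirmatory dose-response retesting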;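 note: plate controls were full reaction with DMSO carrier for no effect and no enzyme background for full effect; strong numbers were not always called active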
Lipid droplet = inhibitors of hepatocyte lipid droplet formation, primary screen, imaging, high-throughput imaging, BODIPY stain; AML12 mouse hepatocytes, oleate lipid droplets; inhibition, % at 6.5 µM; 0.4% of 240,000 active; AID 1656, 2009;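 active = lipid droplet intensity inhibited by at least 50%, with more than 500 cells counted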
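Material – mouse AML12 hepatocyte cell line, fixed after treatment · Compound dosing – one dose, 6.5 µM compound · Times – compound with oleate, overnight · Measured by – Image-based BODIPY and DAPI two-channel analysis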
M1AAP inhibition = P. falciparum M1AAP inhibitors, biochemical, fluorogenic H-Leu-NHMec substrate, 1536-well (AID 1445); inhibition, % at 30 µM; hits with a dose series show IC50 in µM; 0.42% of 220,000 active; Aminopeptidase N (Plasmodium falciparum (isolate 3D7)); recombinant M1AAP, H-Leu-NHMec fluorogenic kinetic assay; higher % means a stronger effect;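 active = primary inhibition above the hit cutoff, then over 50% inhibition at one or more dose response concentrations, cut at about 23% in these data, passing the limit was not always enough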;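 note: plate controls were DMSO full reaction for no effect and no enzyme background for full effect; strong numbers were not always called active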
TNAP activation fold = human TNAP enzyme activators, primary screen, biochemical, luminescent, no phosphate acceptor, uHTS (AID 1001) | one-dose activation fold at 20 µM; EC50 in µM for titrated hits | 0.03% of 200,000 active | purified TNAP, luminescent activation assay, no phosphate acceptor; higher activation fold means a stronger effect; in the data active = activation fold from about 3, or a potency from the dose series; inactive = the rest, 99 in 100 with activation fold below about 1.6; note: many of its hits are not listed in these tables
K1F lysis inhibition = inhibition of K1F phage lysis, E. coli UTI89, bacterial capsule biogenesis inhibitors, alamar blue (AID 488966); E. coli UTI89 K1F phage lysis, alamar blue, 2 h; higher % means a stronger effect; inhibition, % at 100 µM, or IC50 in µM where a hit was titrated; 0.02% of 340,000 active;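 active = phage lysis inhibition, versus mean bacterial control, above a set limit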;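 note: capsule biogenesis inhibitors block K1F phage lysis so surviving cells raise fluorescence; higher fluorescence means more inhibition of phage lysis; actives were called in the ten point dose series up to 300 µM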
XIAP antagonists = XIAP antagonists, biochemical, IAP family, fluorescence polarization (AID 1018). XIAP BIR domain, fluorescence polarization peptide displacement; higher % means a stronger effect. displacement, % at 20 µM; hits with a dose series show IC50 in µM. 0.007% of 200,000 active; in the data active = displacement above about 50%; note: a part of the inactive calls stands beside numbers as strong as those of hits
SIAH1 antagonists = Siah-1 peptide-binding antagonists, primary screen, biochemical, fluorescence polarization, rhodamine-plectin, uHTS (AID 1817); E3 ubiquitin-protein ligase SIAH1 (Homo sapiens); Siah-1 / rhodamine-plectin peptide fluorescence polarization; higher % means a stronger effect; one-dose displacement, % at 20 µM; IC50 in µM for titrated hits; 0.02% of 290,000 active;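 active = displacement of at least 50% at 20 µM, with a fluorescence ratio check between 0.3 and a set limit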;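 note: plate controls were Siah plus tracer with DMSO for no effect and tracer alone without Siah for full effect; strong numbers were not always called active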
PMI inhibitors = inhibitors of human PMI, primary screen, biochemical, fluorescence intensity, coupled assay (AID 1209); purified PMI enzyme, coupled fluorescence intensity; higher % means a stronger effect; inhibition, % at 20 µM; hits with a dose series show IC50 in µM; 0.42% of 190,000 active;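 note: plate controls were DMSO vehicle for no effect and wells lacking substrate for full effect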
Lipid droplet cells 6.5 µM = further read-out of Lipid droplet, marked with its call; cell count; measured here: cell count, cytotoxicity flag;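 cells counted across two imaged fields per well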
An asterisk follows results filed as active; . = no result given; ! = not active in a repeat; [ ] = dose if it differs, or a comment. Cut-off read from the data, not from the text of the source, unless noted: active = inhibition above about 50%; inactive = the rest. Hits appear at their usual frequency; overall some 1.9% were active at least once.

The line under a structure holds: human PMI inhibitors | P. falciparum M17LAP | Lipid droplet | Lipid droplet cells 6.5 µM | M1AAP inhibition | TNAP activation fold | K1F lysis inhibition | XIAP antagonists | SIAH1 antagonists | PMI inhibitors
- CCOC(=O)N1CCN(C(=O)c2c(-c3ccccc3)noc2C)CC1
  6% | -3% | 8 | 642 | 4% | 1.1 | -2.8% | -1.3% | -1% | 9%
- COc1ccc(C)cc1S(=O)(=O)N1CCC(C)CC1
  -9% | 5% | . | . | -5% | 1.1 | -0.1% | -5.0% | 0% | -4%
- CC(C)(C#N)NC(=O)c1ccco1
  6% | 7% | 6 | 770 | 0% | 1.1 | 2.3% | 6.9% | 0% | 6%
- O=C(Nn1cc(C(=O)Nc2ccc(F)cc2F)c2ccccc2c1=O)c1cnccn1
  2% | 2% | -2 | 687 | 5% | 1 | 0.6% | -3.8% | -2% | 3%
- CC(=O)Nc1nc(SCCCc2ccccc2)n[nH]1
  -4% | 22% | . | . | -1% | 0.7 | 0.2% | -4.8% | 0% | -3%
- Cc1cccc(CCN(CC(=O)NC(C)(C)C)C(=O)c2csnn2)c1
  . | 1% | -22 | 731 | 0% | 1.1 | 0.1% | -6.1% | -2% | .
- Cc1occc1-c1nnc(SCC(=O)Nc2ccc3c(c2)OCO3)n1CC1CCCO1 (stereo not given)
  -3% | 8% | . | . | -6% | 1.1 | 0.3% | -5.6% | 2% | -3%
- COc1ccccc1C(=O)COC(=O)CNS(=O)(=O)c1ccc(C)cc1
  -1% | -8% | 1 | 658 | -4% | 1.1 | -0.1% | -3.4% | 6% | 2%
- O=C(NC1CCCCC1)c1noc2c1CCCCC2
  15% | -4% | -12 | 731 | 2% | 1.1 | 0.6% | -6.6% | 7% | 13%
- CCOc1ccc(Cc2nc(-c3nonc3N)no2)cc1OCC
  13% | -1% | -1 | 816 | 0% | 1 | 0.6% | -15% | 0% | 17%
- CC(C)NC(=O)Cn1c(=O)cnc2ccccc21
  -9% | -7% | -19 | 598 | 6% | 1.1 | 4.5% | -4.2% | 3% | -11%
- COCCNC(=O)C(c1ccc(C)o1)N(C(=O)C(=O)NC1CCCCC1)c1ccc(F)cc1 (stereo not given)
  . | 0% | 4 | 625 | 4% | 1.1 | 0.0% | -5.5% | 0% | .
- CCCn1nnnc1-c1cc(Cl)cc(Cl)c1
  -6% | 1% | . | . | 3% | 1.1 | 6.7% | -3.4% | 4% | -4%
- CC1(C)Cc2c(sc3nc(-c4ccccc4)n(N)c(=O)c23)CO1
  4% | 8% | . | . | 4% | 1.1 | 0.6% | 1.0% | -3% | 4%
- COC(=O)CSc1nnc(-c2ccc(S(=O)(=O)N3CCCC3)cc2)n1C
  2% | 7% | -18 | 698 | 2% | 1.1 | 0.3% | -8.0% | -3% | 1%
- Cc1ccc(C2NC(=O)NC3=C2CCc2ccccc23)cc1 (stereo not given)
  40% | -15% | . | . | 1% | 1.2 | 4.4% | -5.1% | 1% | 10%
- FC(F)(F)c1ccccc1NC(=S)N1CCc2ccccc2C1
  -5% | -14% | 3 | 709 | 2% | 1.1 | 0.0% | -3.4% | 7% | 1%
- O=c1c(/C=C(\O)c2ccccc2)nc2ccccc2n1-c1ccccc1
  13% | 7% | 26 | 717 | -1% | 0.8 | 1.5% | -24% | 7% | 20%
- O=C(COC(=O)c1ccc(O)cc1)NCCC1=CCCCC1
  0% | 10% | 4 | 684 | 8% | 1.8 | 0.2% | 0.8% | 1% | -4%
- O=C(CNC(=O)c1cccs1)N/N=C/c1ccco1
  -11% | 3% | -3 | 708 | 8% | 1 | -0.1% | -6.8% | -9% | -14%
- CC(C)(C)CN1C(=O)C(=O)NC[C@@H]1Cc1ccc(O)cc1
  . | 3% | 28 | 729 | 0% | . | 0.9% | . | -6% | .
- O=C(O)c1cc([N+](=O)[O-])c(NCc2cccnc2)c([N+](=O)[O-])c1
  -4% | 10% | 1 | 698 | 7% | 0.9 | -1.0% | -7.9% | -2% | -15%
- COc1ccc(NC(=O)c2nc[nH]c2C(=O)N[C@@H](C)c2ccccc2)cc1
  . | -4% | -33 | 600 | -14% | . | 0.4% | . | 13% | .
- Cc1c(N=CC=Nc2c(C)n(C)n(-c3ccccc3)c2=O)c(=O)n(-c2ccccc2)n1C
  -5% | . | . | . | . | 1 | . | -6.3% | 4% | 0%
- O=C(NCc1ccc(Cl)cc1)C1=Cc2cc(Cl)ccc2OC1
  16% | 7% | 10 | 655 | -2% | 1.1 | 5.6% | -3.3% | 3% | 17%
- Cc1[nH]cnc1CSCc1ccc(F)cc1
  -21% | 7% | -20 | 632 | -5% | 1.4 | 1.6%[50 µM] | 4.0% | 1% | -6%
- CCOC(=O)Cc1nc(-c2ccc(Cl)cc2)n[nH]1
  7% | -2% | -8 | 713 | 4% | 0.6 | -1.5% | -2.0% | -1% | 4%
- O=C(CSc1nnc(NC2CCCCC2)s1)NCc1ccco1
  -6% | 1% | 4 | 672 | 7% | 1.1 | 3.8% | -8.0% | 10% | -14%
- CCOC1OC(=O)C(Cl)=C1Nc1ccccc1C (stereo not given)
  -8% | 7% | 22 | 571 | 0% | 1.2 | 0.6%[50 µM] | -3.2% | 7% | 6%
- O=C(O)c1ccc(/C=N/Nc2nc(N3CCCCC3)nc(N3CCCCC3)n2)cc1
  . | 19% | -2 | 639 | 5% | . | -0.1% | . | -1% | .
- COc1ccccc1C(=O)Nc1ccccn1
  3% | 5% | 1 | 603 | 5% | 1.2 | 6.9% | 1.9% | 4% | 2%
- COCC(C)NC(=O)c1ccc(-n2nc(C(F)(F)F)cc2-c2cccs2)cc1 (stereo not given)
  10% | -4% | 7 | 759 | 11% | 1 | 0.3% | -5.3% | 2% | 14%
- Cc1onc(-c2ccccc2)c1C(=O)N/N=C/c1ccc([N+](=O)[O-])s1
  5% | -5% | 1 | 696 | 3% | 0.8 | -2.1%[50 µM] | -2.7% | -10% | 7%
- Cc1ccc(S(=O)(=O)Nc2c(C)n(C)n(-c3ccccc3)c2=O)cc1C(=O)NCc1ccccn1
  4% | -7% | 2 | 764 | 29%*! | 1.1 | 1.3% | -4.7% | -4% | 6%
- CCCc1nc(SCC(=O)Nc2cc(Cl)ccc2OC)c2c(=O)n(C)c(=O)n(C)c2n1
  4% | -5% | 35 | 675 | 3% | 1.1 | . | -3.4% | 1% | 6%
- COc1ccc2nc3cccc(OC)c3nc2c1
  11% | 2% | 8 | 699 | 6% | 1.1 | -0.3% | -5.1% | 62% | -16%
- COc1cc(S(=O)(=O)N(C)C2CCCCC2)c(C)cc1C
  4% | -7% | -44 | 693 | -2% | 1 | 0.0% | 1.5% | 0% | 4%
- Cn1ncc(Br)c1C(=O)N1CCOCC1
  0% | -11% | 10 | 675 | 3% | 1 | 2.0%[50 µM] | -3.7% | -3% | 0%
- COc1ccc(N2C(=O)C(Cl)=C(N3CCCC3)C2=O)cc1
  -8% | -13% | . | . | 2% | 1.1 | 0.5% | -2.1% | 1% | -2%
- O=C(Nc1ccc2c(c1)OCCO2)c1ccc2ccccc2n1
  -1% | 0% | 11 | 676 | 6% | 1.1 | 0.1% | -4.2% | 2% | -4%
- CS(=O)(=O)N1CCCC(C(=O)Nc2ccc(Br)cc2F)C1 (stereo not given)
  -3% | -8% | 0 | 658 | 1% | 1.1 | 3.0% | -8.3% | -5% | -4%
- c1ccc(-c2cn3c(n2)SCC3)cc1
  0% | 16% | -1 | 741 | 11% | 1.1 | 0.0% | -1.8% | 3% | 2%
- Cc1cccc(C)c1NC(=O)N1CCC(n2cnc3ccccc32)CC1
  -3% | 4% | 5 | 773 | -4% | 1.1 | 0.4% | -1.9% | 0% | -2%
- COc1ccccc1Nc1nc(-c2sc(NC(=O)c3cccc(Cl)c3)nc2C)cs1
  0% | -5% | . | . | 7% | 1.1 | . | -4.0% | 3% | 12%
- CCCS(=O)(=O)c1nnnn1-c1cccc(OC)c1
  11% | -1% | -1 | 579 | 0% | 1.1 | -0.7% | 1.7% | 3% | 10%
- CCN(CC)S(=O)(=O)c1ccc(N2CCCCC2)c(C(=O)Nc2ccccc2N2CCOCC2)c1
  2% | 11% | -14 | 760 | -5% | 1 | 1.9% | -3.9% | 0% | 4%
- CCc1sc(C(=O)N2CCN(S(C)(=O)=O)CC2)cc1Br
  2% | -2% | -3 | 664 | 7% | 1 | 2.0% | -3.8% | -2% | 4%
- Cc1cc(C(F)F)nn1CC(=O)Nc1cc([N+](=O)[O-])ccc1F
  7% | 21% | -1 | 743 | -1% | 1.1 | 1.5%[50 µM] | -3.1% | 4% | 5%
- CN(C)C(CNC(=O)c1cccs1)c1cccnc1 (stereo not given)
  1% | 5% | -2 | 654 | 7% | 1.2 | -1.8% | -2.3% | 1% | 7%
- FC(F)(F)c1nnc2sc(-c3ccccn3)nn12
  2% | 3% | 19 | 630 | 6% | 1.1 | 0.2% | -1.7% | 4% | 3%
- CCOc1ccccc1NC(=O)CSc1nc2c(c(=O)n1C)SC(C)C2 (stereo not given)
  2% | 1% | -25 | 656 | 3% | 1.1 | -0.9% | -13% | -1% | 0%
- Cc1cccc(NCc2ccc(O)c3ncccc23)c1
  . | 7% | -8 | 694 | -10% | 1.1 | -0.4% | -7.4% | -7% | 42%
- CC12CCC3(CO)COC(c4ccccc4O1)C2C3 (stereo not given)
  2% | 2% | . | . | 8% | 1.2 | 0.0% | -0.4% | 5% | 3%
- C=CCn1c(=O)c2ccccc2n2c(SC(C)C(=O)Nc3nc(-c4ccccc4)cs3)nnc12 (stereo not given)
  1% | 2% | -4 | 747 | -5% | 1 | -1.0% | -9.7% | 4% | 5%
- O=C(O)C1Cn2c(nc3c(c2=O)C2(CCCC2)Cc2ccccc2-3)S1 (stereo not given)
  -5% | 30% | 29 | 639 | 11% | 1 | 0.3% | 13% | 3% | -9%

Another view of some results above:
SMILES	human PMI inhibitors	P. falciparum M17LAP	Lipid droplet	Lipid droplet cells 6.5 µM	M1AAP inhibition	TNAP activation fold	K1F lysis inhibition	XIAP antagonists	SIAH1 antagonists	PMI inhibitors
CN(C)C(CNC(=O)c1cccs1)c1cccnc1 (stereo not given)	1%	5%	-2	654	7%	1.2	-1.8%	-2.3%	1%	7%
O=C(Nc1ccc2c(c1)OCCO2)c1ccc2ccccc2n1	-1%	0%	11	676	6%	1.1	0.1%	-4.2%	2%	-4%
